# CCT modulator: modulators of cytosolic chaperonin (CCT/TRiC) activity. purified chaperonin ATPase assay, HTRF ADP detection, 30 min. activity change, % (concentration not given with the values), hits read low. 0.3% of 360,000 active; in the data active means activity change below about -30%; further: on the % scale 0 is the no-effect control and ±100 the full control effect
#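 Nucleotide hydrolysis assay: TRiC at 20–40 nM final (set by batch activity) with 10 uM ATP, 30 min at 37 °C, in presence of 76 uM compound. Detection by competitive ADP HTRF, 30 min ambient.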
# EPAC1 agonist: EPAC1 (human) agonism. O95398. EPAC1 agonist qHTS, biochemical assay; response scale: 100% = response to 6.5 mM cAMP. Potency, µM (doses to about 154 µM), for the others: at the highest dose activation, hits mostly activators. 0.073% of 360,000 active. AID 720707; further: potency means the concentration at half of the fitted maximal effect; nearly all actives have a fitted effect of over 60% in size
#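 Compounds were pinned as a concentration titration into mixtures of EPAC1 (100 nM), BODIPY-GDP-loaded Rap1B (250 nM) and GDP (50 uM). After 5 min at room temperature, fluorescence was followed for 30 min; activity was scaled to 6.5 mM cAMP.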
# EPAC2 agonist: activates human EPAC2 exchange factor. Potency, µM (highest dose often 154 µM), inactives show top-dose activation, most hits filed as activators. AID 720711. EPAC2 activation, biochemical qHTS; response scale: 100% = 6.5 mM cAMP response. 0.079% of 360,000 active. Q8WZA2; further: potency means the concentration at half of the fitted maximal effect; nearly all actives have a fitted effect of over 50% in size
#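 Readout is BODIPY fluorescence (480 nm excitation, 540 nm emission), which falls as labeled GDP is exchanged off Rap1B. EPAC2 at 100 nM acted on 250 nM RAP1B-BODIPY-GDP with 50 uM GDP present.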
# EPAC1 antagonist: antagonists of human EPAC1; O95398; EPAC1 GEF assay, Rap1b-BODIPY-GDP exchange fluorescence; Potency, µM (top dose mostly 115 µM), inactives show at the highest dose activity change, negative = inhibition, actives largely listed as inhibitors; 0.14% of 360,000 active;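 further: potency means the concentration at half of the fitted maximal effect; plate controls were vehicle for no effect and positive control for full effect; nearly all actives have a fitted effect of over 50% in size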
# WRN helicase inh: inhibitors of human WRN helicase. Q14191. WRN helicase unwinding, fluorescent forked duplex, kinetic. Potency, µM (highest dose often 114 µM), inactives show top-dose activity change, negative = inhibition, hits mostly inhibitors. 0.46% of 360,000 active. AID 651768; further: potency means the concentration at half of the fitted maximal effect; on the % scale 0 is the no-effect control and ±100 the full control effect; nearly all actives have a fitted effect of over 55% in size
#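 Fluorescence dequenching readout, ex 525 nm/em 598 nm, kinetic mode: forked duplex DNA (100 nM final) with adjacent fluorophore and quencher unwound by WRN (20 nM final) with 2 mM ATP. Compound preincubation 15 min, room temperature.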
# IL-2 act: activators of IL-2; activation, % (series mostly up to about 46 µM); 0.065% of 360,000 active; IL-2 activation reporter assay, cell-based qHTS; stimulated with anti-CD3/CD4/CD28 beads; in transgenic mouse T cells; in the data active means activation above about 50%; inconclusive means mostly about 30% to 49%; further: 0% is about no effect
#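 Readout is EGFP and DsRed signal by fluorescent plate cytometry after 18 h at 37 degrees C. Transgenic mouse T cells (750/well) received compound for 60 min before bead stimulation (anti-CD3, anti-CD4, anti-CD28); memory T cells served as non-tolerant control.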
# PLK1 PBD inh: blocks phosphopeptide binding to human PLK1 polo-box domain; AID 720504; Plk1 PBD binding of FITC phosphopeptide, fluorescence polarization; Potency, µM, inactives show max response, negative = inhibition, actives largely listed as inhibitors; 2.8% of 360,000 active; further: potency means the concentration at half of the fitted maximal effect; series mostly up to about 57 µM; on the % scale 0 is the no-effect control and ±100 the full control effect; nearly all actives have a fitted effect of over 65% in size
# Target sequence (P53350 whole entry, looked up, the tested form may be a part): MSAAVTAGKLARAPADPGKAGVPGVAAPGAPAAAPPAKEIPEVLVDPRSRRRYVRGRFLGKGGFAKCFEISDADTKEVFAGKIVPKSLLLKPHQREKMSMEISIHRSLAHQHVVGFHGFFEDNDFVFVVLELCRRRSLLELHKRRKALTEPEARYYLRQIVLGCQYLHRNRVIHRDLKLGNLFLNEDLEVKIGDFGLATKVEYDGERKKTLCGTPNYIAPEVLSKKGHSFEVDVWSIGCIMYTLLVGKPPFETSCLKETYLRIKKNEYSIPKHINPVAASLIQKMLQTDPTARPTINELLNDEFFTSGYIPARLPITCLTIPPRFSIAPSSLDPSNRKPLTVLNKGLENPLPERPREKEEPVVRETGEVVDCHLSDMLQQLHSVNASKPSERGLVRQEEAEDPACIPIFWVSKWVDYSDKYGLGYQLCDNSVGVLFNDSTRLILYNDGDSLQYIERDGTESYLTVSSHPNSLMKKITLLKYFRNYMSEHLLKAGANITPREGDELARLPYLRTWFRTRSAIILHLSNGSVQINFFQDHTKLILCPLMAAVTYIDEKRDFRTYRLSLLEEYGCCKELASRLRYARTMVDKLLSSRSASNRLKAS
# PI5P4Ka inh: PI5P4K alpha (human) kinase inhibition. AID 652105. 1.2% of 330,000 active. P48426. max response, %. PI5P4Kalpha enzyme, ADP-Glo luminescence, 60 min; hits give low values; active means max response of -50% or lower; inconclusive means between -30% and -50%; inactive means -30% or higher; further: value at the top dose of about 77 µM; on the % scale 0 is the no-effect control and ±100 the full control effect
# Target sequence (P48426 whole entry, looked up): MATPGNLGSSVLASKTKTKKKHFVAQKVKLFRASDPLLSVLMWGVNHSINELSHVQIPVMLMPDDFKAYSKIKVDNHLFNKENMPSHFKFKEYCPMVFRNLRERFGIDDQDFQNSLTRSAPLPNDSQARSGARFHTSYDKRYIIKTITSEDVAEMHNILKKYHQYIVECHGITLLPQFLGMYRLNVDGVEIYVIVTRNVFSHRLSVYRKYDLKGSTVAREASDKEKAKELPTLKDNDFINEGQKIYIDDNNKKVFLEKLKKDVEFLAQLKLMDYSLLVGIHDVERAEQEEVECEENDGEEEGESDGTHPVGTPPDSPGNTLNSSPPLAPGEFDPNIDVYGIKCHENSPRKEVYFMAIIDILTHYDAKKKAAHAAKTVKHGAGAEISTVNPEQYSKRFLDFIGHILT
#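 Human PI5P4Kalpha with substrate in 0.038 M HEPES pH 7.4, 0.28 mM EGTA, 0.1% CHAPS, 5% DMSO; reaction started with 5 microM ATP (final), 60 min at room temperature. ADP formed read by ADP-Glo luminescence.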
# Active calls of the source: *; ? = inconclusive; nt = no result given; [ ] = remark or other dose. Unless noted, the call rests on the fitted dose curve; in most records, active means well fitted curve in the direction sought with a large enough effect; inconclusive means small, poorly fitted or top-dose-only effect, or another doubt; inactive means no such curve, though single readings can be large; an effect the other way counts as inactive or inconclusive. Some of the compounds tested; the hit share may differ from the screen's.
No.	SMILES	CCT modulator	EPAC1 agonist	EPAC2 agonist	EPAC1 antagonist	WRN helicase inh	IL-2 act	PLK1 PBD inh	PI5P4Ka inh
1	Cc1cc(Cl)ccc1OC(C)C(=O)NNC(=O)C1CCCCC1C(=O)O (configuration not stated)	0.3	11%	8%	4%	8%	-2.1	-15%	4
2	O=c1c(C=Nc2ccc(Cl)cc2)c[nH]n1-c1cccc(Cl)n1	-1.1	-8%	16%	-10%	-31%	-1.7	-18%	2
3	COc1cccc(CC(=O)Nc2cc(S(=O)(=O)N3CCCCC3)ccc2C)c1	0.4	13%	3%	6%	-2%	0.2	-6%	1
4	CS(=O)(=O)N1CCC(C(=O)N2CCc3ccccc3C2)CC1	-0.5	7%	15%	-4%	5%	0.3	-8%	nt
5	O=C1C(=Cc2cn(-c3ccccc3)nc2-c2ccc(OCc3ccccc3F)cc2)SC(=S)N1CCS(=O)(=O)O	-0.2	1%	7%	?	32µM*	-0.1	9.5µM*	-79*
6	Cc1cc(Br)ccc1NC(=O)c1ccco1	-7.5	-1%	-1%	-4%	-8%	0.0	-3%	-5
7	O/N=C1\CCCc2ccccc21	0.6	4%	13%	-11%	-1%	-0.5	-6%	10
8	CCCCSc1nnc(-c2ccccc2)c2ccccc12	-1.0	0%	2%	-8%	-15%	-5.1	-5%	-2
9	COc1ccc(-n2c(/C=C3\C(=O)N(C)c4ccccc43)nc3ccccc3c2=O)cc1	-1.0	1%	-7%	3%	-4%	-0.1	2%	10
10	Cc1ccc2oc(C(=O)NC3CCS(=O)(=O)C3)c(C)c2c1 (configuration not stated)	-1.9	12%	8%	2%	6%	-1.3	-15%	0
11	C/C(=C\CCC1(C)C2CC3C(C2)C31C)C(=O)O (configuration not stated)	0.5	-3%	-7%	2%	4%	-0.2	1%	-3
12	O=C1NC(=O)c2cc([N+](=O)[O-])cc3cccc1c23	-5.8	1%	6%	-6%	-5%	1.1	-1%	-6
13	O=C(NCC1(N2CCOCC2)CCCCC1)c1cccc(S(=O)(=O)Nc2ccc(F)cc2)c1	-0.3	6%	10%	-7%	2%	-0.2	-11%	-8
14	Cn1c(CCNC(=O)c2ccco2)nc2cc(NS(=O)(=O)c3ccc(Cl)cc3)ccc21	0.7	4%	-7%	4%	9%	-2.4	-2%	nt
15	CC(=O)c1ccc(NC(=O)N2CCc3ccccc3C2)cc1	-0.8	-3%	-2%	7%	2%	-3.2	-2%	-2
16	O=C(NNS(=O)(=O)c1ccccc1[N+](=O)[O-])c1cccnc1	-0.4	-10%	2%	7%	0%	0.1	27µM*	-5
17	CCCCSC1=N/C(=C/c2ccsc2)C(=O)N1c1ccccc1	-0.2	4%	6%	-1%	-27%	-2.7	-1%	17
18	COCCCN1C(=O)c2[nH]nc(-c3ccccc3O)c2C1c1ccc(Cl)cc1 (configuration not stated)	-1.3	0%	6%	0%	-5%	0.0	-3%	7
19	COc1cc(C(=O)Nc2ccc(N(C)C)cc2)cc(OC)c1OC	0.4	-2%	1%	19%	6%	-0.8	-1%	nt
20	Cc1cccc(NC(=O)CCc2c(C)nn(-c3ccc(N4CCOCC4)nn3)c2C)c1	-0.3	-9%	5%	-29%	2%	-2.2	-5%	1
21	c1cc(CNCC2CCCO2)ccn1 (configuration not stated)	-6.0	-18%	0%	-17%	0%	0.3	-3%	-9
22	Cc1nnc(SCC(=O)N2CC(C)OC(C)C2)n1-c1ccccc1 (configuration not stated)	-1.5	4%	2%	-6%	-8%	-1.5	-2%	7
23	CSc1ncccc1C(=O)NCC(c1cccs1)N1CCOCC1 (configuration not stated)	4.3	9%	9%	5%	9%	-1.0	0%	1
24	COCCNC(=O)c1onc(CSc2ccc(F)c(F)c2)c1C(=O)O	-2.1	2%	5%	2%	4%	-0.1	-9%	-23
25	O=C(COC(=O)Cc1ccsc1)Nc1cccc(F)c1	-1.5	4%	12%	-5%	-1%	0.4	-6%	-56*
26	COC(=O)CCC(=O)c1ccn(S(=O)(=O)c2ccccc2)c1	0.3	5%	6%	-21%	-3%	-1.5	-1%	5
27	O=c1c2cc(Br)ccc2nc(-c2ccc(Cl)cc2)n1O	0.2	10%	3%	-16%	-7%	1.4	-13%	-15
28	O=C(N/N=C/c1ccc(Cl)cc1)c1cc(-c2cccnc2)nc2ccccc12	-0.7	-8%	2%	-3%	-4%	0.3	-5%	0
29	CC(=O)c1cccc(NC(=O)Nc2csc3c2CCCC3)c1	1.9	-16%	-1%	-8%	-6%	-1.7	4%	-7
30	COc1cc2cc(NC(C)=O)cc(NCc3ccccc3)c2cc1OC	-0.8	-9%	3%	-11%	1%	-2.4	-4%	-1

# Given screen by screen: part of the list above.
24: COCCNC(=O)c1onc(CSc2ccc(F)c(F)c2)c1C(=O)O
25: O=C(COC(=O)Cc1ccsc1)Nc1cccc(F)c1
26: COC(=O)CCC(=O)c1ccn(S(=O)(=O)c2ccccc2)c1
27: O=c1c2cc(Br)ccc2nc(-c2ccc(Cl)cc2)n1O
28: O=C(N/N=C/c1ccc(Cl)cc1)c1cc(-c2cccnc2)nc2ccccc12

screen / no.,24,25,26,27,28
CCT modulator,-2.1,-1.5,0.3,0.2,-0.7
EPAC1 agonist,2%,4%,5%,10%,-8%
EPAC2 agonist,5%,12%,6%,3%,2%
EPAC1 antagonist,2%,-5%,-21%,-16%,-3%
WRN helicase inh,4%,-1%,-3%,-7%,-4%
IL-2 act,-0.1,0.4,-1.5,1.4,0.3
PLK1 PBD inh,-9%,-6%,-1%,-13%,-5%
PI5P4Ka inh,-23,-56*,5,-15,0

# Next records.
No.	SMILES	CCT modulator	EPAC1 agonist	EPAC2 agonist	EPAC1 antagonist	WRN helicase inh	IL-2 act	PLK1 PBD inh	PI5P4Ka inh
31	O=C(NC(=S)NCCO)c1sc2ccccc2c1Cl	1.4	-7%	5%	5%	0%	2.2	-2%	1
32	CCc1ccc(NC(=S)N2CCCC2)cc1	-3.2	-5%	6%	-11%	2%	-2.2	-2%	-3
33	CCOC(=O)C1(C)CCN1C(=O)c1ccc(OC)cc1OC (configuration not stated)	1.0	-16%	7%	2%	3%	-0.6	-8%	2
34	Cc1ccc(-c2cc(C(=O)Nc3cccnc3)[nH]n2)c(O)c1C	-0.5	9%	-4%	2%	2%	0.2	-5%	-3
35	CC(=O)NC1CC2CCCC(C1)N2S(=O)(=O)c1cccc(F)c1 (configuration not stated)	2.3	4%	0%	-6%	-8%	-1.2	-2%	7
36	Cn1c(=O)n(C)c2cc(NC(=O)c3ccccc3NS(C)(=O)=O)ccc21	0.9	10%	10%	-21%	-4%	0.1	-6%	5
37	Cc1nc(CN2CCN(C(=O)CCc3nnc(Cc4c[nH]c5ccccc45)o3)CC2)cs1	-2.4	3%	3%	-13%	12%	-0.9	-2%	3
38	CSCc1c(C(=O)NCCc2ccccn2)oc2ccccc12	-0.2	-5%	-2%	-13%	-20%	2.4	-2%	-15
39	COc1cccc2sc(=NC(=O)CS(=O)(=O)c3ccccc3)n(C)c12	0.9	7%	6%	-3%	1%	-0.3	-10%	2
40	N/C(CS(=O)(=O)c1ccccc1)=N\OC(=O)c1ccc(F)cc1	-2.4	-2%	7%	2%	7%	-1.7	1%	5
41	C=CCn1c(SCC(=O)Nc2sc(C)c(C)c2C(=O)OCC)nnc1-c1sc(N)nc1C	-2.9	-13%	-16%	0%	-21%[57.1 µM]	-0.8	-9%	-13
42	O=C(/C=C/c1ccc(S(=O)(=O)NCc2ccco2)cc1)NCc1ccccc1Cl	1.9	3%	-1%	-28%	-17%	-0.7	-1%	-5
43	C=CCNC(=O)c1cc2c(=O)n3cccc(C)c3nc2s1	1.1	-12%	-7%	-8%	0%	-2.3	-2%	4
44	Cc1cccc(C(=O)NNC(=O)c2ccc(-c3ccccc3)cc2)c1	-2.6	0%	18%	10%	-12%	-0.8	-11%	3
45	CC(C)(C)CC(=O)Nc1cccc2c1CCCC2	-1.2	-17%	1%	-9%	6%	-0.9	-6%	-1
46	COC(=O)c1ccc2c(=O)n3c(nc2c1)SCC(c1ccccc1)=N3	0.3	11%	-1%	5%	-5%	-0.3	-14%	6
47	CN(C)C(=O)Oc1ccc[n+](C)c1	-0.2	-16%	0%	6%	2%	-0.6	3%	-2
48	Cc1ccc(C)c(OCC(=O)Nc2nc3ccc([N+](=O)[O-])cc3s2)c1C	0.7	-3%	5%	14%	17%	-0.8	-6%	10
49	CCC1(CC)NC(=O)N(CC(=O)Nc2ccc(-n3cnnn3)cc2)C1=O	-1.9	4%	8%	-15%	-1%	-0.1	-28%	4
50	COc1ccccc1CNC(=S)NCc1ccc(F)cc1	-2.1	-5%	10%	-9%	2%	-2.8	-6%	3
51	O=c1cc(-c2ccc(Cl)cc2)nc(N2CCN(c3ccccc3)CC2)[nH]1	1.1	2%	-2%	-7%	7%	2.0	0%	11
52	CC(=O)N/C(=N\c1nc(C)cc(C)n1)Nc1ccc(Cl)cc1Cl	-2.0	-2%	-2%	-1%	13%	0.4	2%	9
53	N#C/C(=C\c1ccc(-c2ccc(C(=O)O)cc2)o1)C(=O)NCC1CCCO1 (configuration not stated)	-0.6	-2%	-1%	-20%	-14%	-0.8	-5%	-27
54	CCOCCCNC(=O)CN1N=C(c2ccc(C)cc2)CCC1=O	-2.3	2%	5%	17%	3%	0.7	-12%	1
55	COc1cccc(CC(=O)Nc2ccc3nc(C)sc3c2)c1	-0.7	0%	2%	4%	1%	-4.6	-7%	1
56	CCOCCCNC(=O)C1CCCN(S(=O)(=O)CC)C1 (configuration not stated)	-0.7	-1%	6%	-5%	3%	-0.4	-3%	-5
57	Cc1cccc(N2CCN(S(=O)(=O)c3ccc4c(c3)CCC(=O)N4)CC2C)c1 (configuration not stated)	-0.4	-3%	-4%	16%	1%	0.1	1%	nt

# An excerpt from above in order of SMILES length, lowest first.
No.	SMILES	CCT modulator	EPAC1 agonist	EPAC2 agonist	EPAC1 antagonist	WRN helicase inh	IL-2 act	PLK1 PBD inh	PI5P4Ka inh
54	CCOCCCNC(=O)CN1N=C(c2ccc(C)cc2)CCC1=O	-2.3	2%	5%	17%	3%	0.7	-12%	1
51	O=c1cc(-c2ccc(Cl)cc2)nc(N2CCN(c3ccccc3)CC2)[nH]1	1.1	2%	-2%	-7%	7%	2.0	0%	11
57	Cc1cccc(N2CCN(S(=O)(=O)c3ccc4c(c3)CCC(=O)N4)CC2C)c1 (configuration not stated)	-0.4	-3%	-4%	16%	1%	0.1	1%	nt

# Screening data (PubChem)
